# HKDC1 inhibitor = blocks human hexokinase HKDC1 activity | actives 0.16% (n = 340,000) | AID 493160 | inhibition, % at 20 µM | recombinant HKDC1, G6PDH/diaphorase resazurin coupled fluorescence | Q2TB90;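 active = inhibition above about 35% when tested at 20 µM, limit read from the data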;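 also: plate controls were DMSO wells with enzyme for no effect and DMSO wells lacking enzyme for full effect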
#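 Test system: recombinant HKDC1 (HK5) hexokinase enzyme, produced in-house / Doses: 20 µM test compound, 1% DMSO / Timing: 90 min, room temperature / Detection: G6PDH/diaphorase-coupled fluorescence, 1 mM NADP, 100 µM resazurin, 525/613 nm / Control set: DMSO wells with and without enzyme mix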
# SENP8 block = inhibitors of human SENP8 protease | purified SENP8, Z-RLRGG-aminoluciferin cleavage, luminescence | inhibition, % at 10 µM | actives 1.2% (n = 330,000)
# Target sequence (Q96LD8 whole entry, looked up): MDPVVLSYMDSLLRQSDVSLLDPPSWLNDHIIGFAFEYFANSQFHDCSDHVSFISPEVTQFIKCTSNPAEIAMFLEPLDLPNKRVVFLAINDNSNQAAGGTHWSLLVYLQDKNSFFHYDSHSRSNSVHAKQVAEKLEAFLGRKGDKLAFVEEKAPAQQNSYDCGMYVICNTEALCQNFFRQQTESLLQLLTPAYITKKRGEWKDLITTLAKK
# 697 NFkB inh = lowers PMA/ionomycin-induced NF-kB signal in 697 B cells | 697 B-cell NF-kB luciferase reporter, 16 h | inhibition, % at 4 µM | actives 0.33% (n = 330,000); in the data active = inhibition above about 35%
# SENP7 block = inhibitors of human SENP7 protease | Q9BQF6 | recombinant SENP7, Z-RLRGG-aminoluciferin luminescence, 40 min | inhibition, % at 5 µM | actives 1.5% (n = 330,000) | AID 434973;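 active = inhibition above about 50% at the single test dose, limit read from the data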;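 also: plate controls were DMSO with enzyme for no effect and no enzyme buffer wells for full effect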
# Target sequence (Q9BQF6 706-1050 limits assumed): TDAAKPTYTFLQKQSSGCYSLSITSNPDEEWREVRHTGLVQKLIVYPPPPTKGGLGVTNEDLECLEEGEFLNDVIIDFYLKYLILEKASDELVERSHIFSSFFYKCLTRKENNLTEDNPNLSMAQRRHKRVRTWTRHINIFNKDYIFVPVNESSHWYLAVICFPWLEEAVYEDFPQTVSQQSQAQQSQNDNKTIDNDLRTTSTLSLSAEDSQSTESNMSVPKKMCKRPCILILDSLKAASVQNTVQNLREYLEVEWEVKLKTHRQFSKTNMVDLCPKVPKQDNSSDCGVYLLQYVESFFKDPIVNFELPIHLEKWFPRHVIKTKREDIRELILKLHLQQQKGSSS
# Gli-Sufu antag = antagonists of Gli-Sufu signaling. actives 0.74% (n = 340,000). Sufu-KO-LIGHT fibroblasts, Gli luciferase reporter luminescence. AID 588413. inhibition, % at 5 µM;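 active = inhibition above about 55%, limit read from the data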;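 also: 0% = DMSO-treated cells and 100% = wells with medium but no cells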
# Apaf1 inhib = human Apaf-1 inhibition. actives 0.71% (n = 330,000). inhibition, % at 20 µM. reconstituted apoptosome caspase-3 activity, DEVD-Rh110 fluorescence; active = inhibition of at least 40% at 20 µM;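 also: plate controls were DMSO wells for no effect and DEVD-CHO caspase inhibitor wells for full effect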
#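 Medium: Hepes buffer, pH 7.5 / System: biochemical Apaf-1 apoptosome reconstitution / Measured by: Rh110 fluorescence, excitation 480 nm, emission 540 nm / Times: compound with Apaf-1, dATP, procaspase-3 30 min, then 50 min reaction, room temperature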
# Jurkat NFkB inh = inhibitors of the PMA/ionomycin-induced NF-kB reporter in Jurkat cells | PMA/ionomycin-induced NF-kB luciferase reporter, luminescence | inhibition, % at 4 µM | actives 0.53% (n = 330,000) | AID 435003
# UBC13 inh = human UBC13 polyubiquitination inhibition; UBC13 polyubiquitin chain formation, TR-FRET; actives 0.47% (n = 330,000); P61088; inhibition, % at 20 µM; in the data active = inhibition above about 45%, passing the limit was not always enough
# Target sequence (P61088 whole entry, looked up): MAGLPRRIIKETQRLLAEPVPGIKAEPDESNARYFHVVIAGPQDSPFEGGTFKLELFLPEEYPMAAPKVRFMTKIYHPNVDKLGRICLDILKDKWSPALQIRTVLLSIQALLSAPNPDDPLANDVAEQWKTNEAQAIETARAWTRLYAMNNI
# Active calls of the source: *; / = not tested or not shown. Rule as the data show it, unless noted: active = inhibition above about 50%; inactive = the rest.
# Order of results: HKDC1 inhibitor	SENP8 block	697 NFkB inh	SENP7 block	Gli-Sufu antag	Apaf1 inhib	Jurkat NFkB inh	UBC13 inh
CCOCCOc1nc2c(c(=O)n(C)c(=O)n2C)n1Cc1ccc(C)cc1
    -0.7	-5.4	-20.8	6.6	14.2	2.5	8.7	-10.7
CN(CCNC(=O)CN1CCN(Cc2ccccc2Cl)C1=O)Cc1ccccc1
    -6.0	-2.0	10.3	2.7	-20.6	-1.0	13.7	10.1
CCOc1nc(Nc2ccc(OC)cc2OC)nc(OCC)n1
    -3.2	-2.1	0.3	9.8	6.2	-1.4	-0.7	-4.4
C/C(=N\NC(=O)C(=O)Nc1c(C)n(C)n(-c2ccccc2)c1=O)c1ccncc1
    1.6	6.4	13.2	-4.6	8.4	-18.6	7.7	-0.3
Cc1ccc(C)c(OCC(=O)Nc2ccc3c(c2)OCO3)c1C
    1.2	-8.6	-6.9	3.7	15.2	9.4	33.9	6.2
COC(=O)N/N=C/c1cn(Cc2c(Cl)cccc2Cl)c2ccccc12
    9.6	4.3	6.1	-1.6	7.8	11.1	10.2	10.1
C#CCOCCOCCOCCNc1nc(N2CCN(C(=O)[C@H](CCC(=O)O)n3cc([C@@H](N)[C@H](C)CC)nn3)CC2)nc(N2CCN(C(=O)[C@H](CCC(=O)O)n3cc([C@@H](N)CCSC)nn3)CC2)n1
    -6.7	-13.2	-19.6	-12.7	-15.6	-9.9	-14.6	-17.2
CC(C)Cc1ccc(CN2CCCC(NC(=O)CCN3CCOCC3)C2)cc1 (centres undefined)
    -3.9	1.9	14.7	2.4	14.8	-8.8	10.7	13.8
CC(=O)Nc1ccc(NC(=O)C2CCCN(c3nnc(-n4cccc4)s3)C2)cc1 (centres undefined)
    8.8	-5.8	0.3	-4.2	34.7	11.3	-8.9	-1.8
CCN(Cc1ccccc1)C(=O)COC(=O)c1cc(S(=O)(=O)Nc2c(C)n(C)n(-c3ccccc3)c2=O)ccc1C
    -3.6	-6.0	-9.4	-1.6	5.6	6.0	5.1	15.8
COc1nc(OC)nc(N2CCC(C(=O)NCC3CCCCC3)CC2)n1
    -5.7	-7.0	5.1	-11.5	0.1	2.6	-1.2	-1.2
CCN(CC)CCCNC(=O)/C=C/C(=O)O
    -2.5	-6.5	-10.1	7.9	-5.3	16.8	0.6	-5.6
CN(N)C(=S)NCc1ccccc1
    -1.2	9.0	-16.4	3.0	-2.2	14.2	0.5	-5.4
CC1(N2CCOCC2)CC2(O)C(=[N+]1[O-])CCc1nonc12 (centres undefined)
    /	-10.2	5.4	-9.3	/	20.3	-6.1	-16.4
Cc1ccc(Nc2ncnc3c2cnn3C)c(C)c1
    -4.6	0.7	10.7	-0.8	-19.8	-5.6	8.9	6.3
Cn1c(=O)c2cc(S(=O)(=O)NCCC(=O)NCc3ccccc3Cl)ccc2n(C)c1=O
    9.5	1.7	28.3	1.3	-2.9	-9.2	3.4	8.4
COCCNC(=S)NC1CC2CCCC(C1)N2Cc1cccs1 (centres undefined)
    -7.0	4.8	17.8	-3.6	-3.0	-2.9	6.5	-3.1
Cc1ccccc1NC(=O)C(C#N)Cc1cccnc1 (centres undefined)
    -1.1	0.7	-14.5	7.5	17.4	-14.6	9.6	3.9
Cn1c(SCC(=O)Nc2ccc3c(c2)OCCO3)nnc1-c1ccccn1
    -8.9	-1.0	3.3	9.0	0.4	9.6	10.2	0.0
Cc1ccc(CC(=O)NCC2CCCCC2)cc1
    1.8	2.9	-31.8	0.7	-42.3	-0.9	-7.6	1.2
O=C(CSc1ncn[nH]1)NNC(=O)c1ccccc1
    -6.1	-2.6	-7.4	9.7	-12.6	-3.3	3.9	-1.0
O=C(CN1C(=O)N/C(=C\c2ccccc2OCc2ccc(C(=O)O)cc2)C1=O)Nc1ccc(F)cc1
    -2.0	-7.7	16.1	-6.1	-6.5	17.6	-11.8	-10.4
CCc1ccc(NC(=O)C2CCCN2c2nn3c(=O)cc(C)nc3s2)cc1 (centres undefined)
    -1.5	-4.6	1.9	2.6	-9.6	6.5	-1.5	4.8
CS(=O)(=O)N1CCN(c2ccc(NC(=O)Cc3ccccc3)cc2)CC1
    -3.9	-11.2	7.5	-17.8	-13.1	-3.8	-21.2	-5.2
CCC1Oc2ccc(C)cc2N(CC(=O)NCc2cccs2)C1=O (centres undefined)
    17.2	3.8	-13.2	5.9	-1.4	1.1	-14.4	7.1
COc1ccc(/C=C2\CCC(C3CCCC3)C2=O)cc1 (centres undefined)
    2.0	77.4*	-94.1	90.0*	-14.3	-1.6	-65.5	-3.3
Cc1ccc2c(c1)-c1c(ssc1=S)C(C)(C)N2C(=O)CSc1nncn1C
    -4.6	4.8	2.8	-2.2	-0.5	8.0	-4.9	-11.0
Cc1cc(C(=O)N2CCN(c3cccc(Cl)c3)CC2)c(C)o1
    -4.8	3.6	-11.6	8.6	7.3	-0.5	31.6	5.4
COc1ccc2[nH]c(=O)c(CN(CC3CCCO3)S(=O)(=O)c3ccccc3)cc2c1 (centres undefined)
    -6.9	8.0	0.1	-2.7	-12.7	-12.4	-9.8	10.2
N/C(=N\OC(=O)c1ccc2ccccc2c1)c1ccccc1Cl
    -1.9	67.6*	-140.0	78.5*	-52.1	9.0	-101.9	5.0
COc1ccc(N(C(=O)c2cccc(OC)c2OC)C2C=CS(=O)(=O)C2)c(OC)c1 (centres undefined)
    -11.6	-11.1	10.6	16.7	-0.5	-20.0	-11.6	0.3
O=C(Nc1ccc(S(=O)(=O)NCCc2ccccc2)cc1)c1ccco1
    9.4	1.6	6.0	7.9	5.6	-3.2	10.3	3.6
Cc1ccc(S(=O)(=O)N2[C@@H](c3ccc(C(C)(C)C)cc3)C(C(=O)O)=CC[C@H]2c2cccc(Cl)c2)cc1
    2.5	20.4	-17.7	-4.8	-23.1	16.6	4.6	-31.0
Cc1ccc(C)c(S(=O)(=O)N2CCCOC2CNC(=O)C(=O)NCc2cccs2)c1 (centres undefined)
    -1.5	-1.1	5.4	2.7	-6.1	4.4	13.5	-2.8
CCCNC(=O)C(Cc1cccc(C#N)c1)NC(=O)c1cccc([N+](=O)[O-])c1 (centres undefined)
    -3.9	3.4	3.1	5.5	-7.2	-0.4	0.3	10.8
Clc1c(-c2nnc3n2CCC3)sc2ccccc12
    -4.4	-14.5	2.6	-7.1	-34.7	5.2	6.6	-2.3
CC(C)NC(=O)c1ccc2c(=O)n(CC3CCCO3)c(=S)[nH]c2c1 (centres undefined)
    -1.4	2.5	35.6*	-1.5	-1.2	-1.2	0.2	-0.9
COc1ccc(C(=O)NC(=S)Nc2cccnc2)cc1[N+](=O)[O-]
    12.8	3.7	8.5	10.2	0.1	12.8	9.1	-16.2
N#C/C(=C/c1ccc(Oc2ccc([N+](=O)[O-])cn2)cc1)C(=O)N1CCOCC1
    -6.4	0.1	23.6	2.6	-4.5	1.6	0.2	0.5
Cc1ccc(NC(=O)c2ccccc2-c2ccccc2C(=O)O)cc1C
    -10.1	11.4	-14.7	2.7	-4.7	8.2	-9.7	-8.5
Cc1ccc(OCC(=O)Nc2ccccc2F)cc1C
    -1.4	-4.6	14.1	18.9	-5.8	5.3	-94.0	-12.9
O=C(CCC1COc2ccccc2O1)NCc1ccco1 (centres undefined)
    -3.6	-1.8	10.7	-0.6	1.0	-7.8	5.9	-3.3
CCc1ccc2oc(C(=O)Nc3nonc3C)c(C)c2c1
    -5.7	7.0	14.0	31.4	-41.9	-10.1	-119.3	0.8
CCN(C(=O)CSc1ncccn1)c1cccc2ccccc12
    -1.8	-3.6	3.9	1.7	1.7	6.3	-137.3	3.1
CN(C)CCN(C(=O)c1ccc(S(=O)(=O)N(C)c2ccccc2)cc1)c1nc2cc3c(cc2s1)OCCO3
    -0.3	-2.6	-15.1	4.2	-15.4	-15.9	-35.1	38.3
Cc1noc(C)c1COc1ccc(C(=O)OCC(=O)NCCN2C(=O)CSC2=O)cc1
    -6.1	2.1	11.8	-2.9	-1.2	-5.2	10.2	1.5
COc1cccc2c1SCc1ccccc1C2CC(N)=O (centres undefined)
    -3.4	8.4	-39.3	2.8	0.6	-15.8	-26.4	-5.8
Cc1cc(C)c(S(=O)(=O)NCCCn2ccnc2)c(C)c1
    -14.1	4.9	-1.5	-0.5	7.2	-3.2	1.3	-11.4
Cc1cccc(CS(=O)(=O)Cc2ccc(C(=O)NC3CCCCC3)o2)c1
    -4.2	-5.4	-15.1	-8.9	-15.4	6.8	0.5	-1.4
CCOc1ccc(-n2c(N)c(C(=O)NCc3ccco3)c3nc4ccccc4nc32)cc1
    16.7	5.8	-9.2	0.5	-16.6	33.7	13.3	-19.8
CSCCC(NC(=O)c1ccc(C(C)(C)C)cc1)C(=O)OCC(=O)N1CCCC1=O (centres undefined)
    -0.3	-1.8	6.0	-2.8	2.5	14.3	7.1	-7.5
Cc1noc(C)c1S(=O)(=O)N1CCC(C(=O)N2CCC(N3CCCCC3)CC2)CC1
    -4.8	-7.1	-3.0	-13.5	20.1	1.5	-21.8	-11.9
CCC(=O)Nc1nc(C)c(-c2csc(Nc3ccc(C(=O)O)cc3)n2)s1
    -1.9	15.3	-3.6	0.9	10.3	7.9	4.1	-2.2
Cc1ccc(Cl)cc1N1CCN(CC(=O)Nc2ccc3[nH]c(=O)[nH]c3c2)CC1
    -9.7	3.6	5.7	3.6	4.3	7.2	15.6	19.6
COc1ccc([N+](=O)[O-])cc1N(CC(=O)NCCC1=CCCCC1)S(C)(=O)=O
    -5.0	-12.4	15.5	-3.0	-3.2	-2.9	-15.4	-11.2
Cc1c(C=O)c2ccccc2n1CC(=O)NCc1ccc2c(c1)OCO2
    -5.1	4.4	18.8	1.6	-14.5	-12.1	6.4	23.8
COC(=O)NCC12CC3CC(C1)CC(CNC(=O)OC)(C3)C2
    -0.1	6.9	5.5	7.2	3.2	-1.2	20.9	-2.3
COc1ccc(-c2noc(CCC(N)=O)n2)cc1OC
    -3.1	1.4	-4.8	-0.9	-5.6	-4.2	0.2	2.0
CC(C(=O)NC1CCCC1)N(Cc1ccc2c(c1)OCO2)C(=O)c1snc(C(N)=O)c1N (centres undefined)
    -0.3	-11.7	14.6	-2.5	4.7	0.6	0.5	12.5
COc1ccc(N2CCN(C(=O)c3cccc(S(=O)(=O)N4CCCc5ccccc54)c3)CC2)cc1
    4.8	-1.4	3.8	2.7	11.8	5.3	-4.5	6.4
CS(=O)(=O)c1ccc2nc(NC(=O)c3ccco3)sc2c1
    3.9	23.3	-102.9	26.0	-65.6	-0.1	-56.2	-2.7
